Source: PubChem
PG9 Ab binder – binders of HIV-1 gp120 antibody PG9, primary screen, biochemical, TR-FRET; HIV-1 gp120 / PG9 antibody interaction; TR-FRET gp120-PG9 antibody binding; inhibition, % at 6.7 µM; 360,000 compounds, 0.43% hits; AID 624416, 2012; in the data active = inhibition above about 8.5%
ssDAF12 agonist – S. stercoralis DAF-12 nuclear receptor activators, primary screen, cell-based, luminescence, HEK293, GRIP1 co-expression, lit1-tk-luc; Nuclear hormone receptor DAF-12 (Strongyloides stercoralis); HEK293 ssDAF-12/GRIP1 lit1-tk-luc reporter; % of 3 µM dafachronic acid response; activation, % at 6.8 µM; 370,000 compounds, 1% hits; AID 652126, 2013;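 active = activation above the mean over all tested compounds plus 3 SD, cut at about 0.9% in these data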;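 also: 0% = DMSO-only wells and 100% = 3 µM delta7-dafachronic acid wells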
hcDAF12 agonist – H. contortus DAF-12 nuclear receptor activators, primary screen, cell-based, luminescence, HEK293, lit1-tk-luc reporter; 370,000 compounds, 1.4% hits; HEK293 hcDAF-12 lit1-tk-luc reporter; 0% DMSO, 100% Δ7-dafachronic acid; activation, % at 6.8 µM;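 active = activation above the mean of all tested compounds plus 3 SD, cut at about 5.5% in these data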;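 also: 100% = response to 3 µM Δ7-dafachronic acid high control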
DAX1 inh-1 – DAX1 (NR0B1) inhibitors, primary screen, cell-based, HEK293, Gal4-DAX1, luciferase luminescence | Nuclear receptor subfamily 0 group B member 1 (Homo sapiens), P51843 | HEK293 Gal4-DAX1 luciferase reporter | inhibition, % at 6.75 µM | 340,000 compounds, 0.99% hits | AID 504766, 2011;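 active = inhibition above the mean over all tested compounds plus 3 SD, cut at about 4.2% in these data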;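 also: 0% = DAX1-transfected cells with DMSO and 100% = empty-vector control cells with DMSO; inhibition shows as a rise in luminescence from relieved DAX1 repression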
Target sequence (P51843 207-470 limits assumed): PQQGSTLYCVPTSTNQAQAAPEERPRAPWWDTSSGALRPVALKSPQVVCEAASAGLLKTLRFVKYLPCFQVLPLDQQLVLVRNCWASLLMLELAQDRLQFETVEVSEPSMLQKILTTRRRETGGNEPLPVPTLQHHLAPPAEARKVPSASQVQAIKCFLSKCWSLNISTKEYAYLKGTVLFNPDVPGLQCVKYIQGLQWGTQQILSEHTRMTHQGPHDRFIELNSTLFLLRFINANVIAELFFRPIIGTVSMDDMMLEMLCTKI
NPR1 activator – GC-A stimulated cGMP production enhancers – HEK293 GC-A cells, cGMP TR-FRET, EC30 ANP, primary screen | Atrial natriuretic peptide receptor 1 (Homo sapiens), P16066 | 0% at EC30 ANP, 100% saturating ANP | activation, % at 10 µM | 370,000 compounds, 0.14% hits | AID 1671463, 2021; in the data active = activation above about 40%
FXN GAA850 act – FXN promoter activators, primary screen, cell-based, luciferase luminescence, HEK293 lucGAA850; AID 540364, 2011; activation, % at 6 µM; HEK293 lucGAA850 FXN promoter luciferase reporter, 24 h; percent of 10 µM SAHA response; 360,000 compounds, 0.56% hits;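 active = activation above the average of all compounds screened plus 3 SD, cutoff fixed separately per campaign, cut at about 7.5% in these data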;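 also: 0% = DMSO wells and 100% = 10 µM SAHA wells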
DAX1 inh-2 – DAX1 (NR0B1) inhibitors on StAR promoter, primary screen, cell-based, luminescence, SF-1 (NR5A1), full-length DAX-1 | HEK293T StAR-luciferase reporter, SF-1/DAX-1 repression relief | inhibition, % at 6.8 µM | 370,000 compounds, 1.1% hits | AID 652010, 2013;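 active = inhibition above the mean over all tested compounds plus 3 SD, cut at about 3.6% in these data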;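 also: 0% = DAX-1 cells with DMSO and 100% = cells lacking DAX-1 with DMSO; higher inhibition means more luminescence from relief of DAX-1 repression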
SMARCA2 act – SMARCA2 (BRM) function activators, primary screen, cell-based, luminescence, high throughput | MG213 cells, MMTV-luciferase reporter, dexamethasone, overnight | activation, % at 9.1 µM | 370,000 compounds, 1% hits | AID 652017, 2013; in the data active = activation above about 7.8%;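 also: 0% = vehicle wells and 100% = reference activator wells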
hgDAF12 agonist – H. glycines DAF-12 receptor agonists, primary screen, cell-based, luminescence, HEK293, GAL4 fusion, UAS-luciferase. HEK293 GAL4-hgDAF12 UAS-luciferase reporter, agonist luminescence; normalized to butyrate control. 370,000 compounds, 1.8% hits. AID 687014, 2013. activation, % at 6.8 µM;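 active = activation above a cutoff set at the mean of all screened compounds plus 3 SD, cut at about 10% in these data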;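 also: 0% = DMSO wells and 100% = sodium butyrate wells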
ADAM17 inh – ADAM17 inhibitors, primary screen, biochemical, QFRET; recombinant ADAM17, EDANS/DABCYL FRET peptide cleavage; Disintegrin and metalloproteinase domain-containing protein 17 (Homo sapiens), P78536; 370,000 compounds, 0.83% hits; inhibition, % at 6.95 µM;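 active = inhibition above the mean of compounds lying between control limits plus 3 SD, set per campaign, cut at about 8.5% in these data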;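 also: 0% = DMSO-only wells as the low control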
ADAM10 inh – human ADAM10 inhibitors, primary screen, biochemical, QFRET, HTS; 370,000 compounds, 0.62% hits; recombinant ADAM10, EDANS/DABCYL FRET peptide cleavage, 3 h; Disintegrin and metalloproteinase domain-containing protein 10 (Homo sapiens), O14672; inhibition, % at 7 µM;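 active = inhibition above a per-campaign cutoff equal to the mean of compounds falling between control-based bounds plus 3 SD, cut at about 20% in these data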;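 also: 0% = DMSO wells while the 100% control is not disclosed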
Target sequence (O14672 214-748 limits assumed): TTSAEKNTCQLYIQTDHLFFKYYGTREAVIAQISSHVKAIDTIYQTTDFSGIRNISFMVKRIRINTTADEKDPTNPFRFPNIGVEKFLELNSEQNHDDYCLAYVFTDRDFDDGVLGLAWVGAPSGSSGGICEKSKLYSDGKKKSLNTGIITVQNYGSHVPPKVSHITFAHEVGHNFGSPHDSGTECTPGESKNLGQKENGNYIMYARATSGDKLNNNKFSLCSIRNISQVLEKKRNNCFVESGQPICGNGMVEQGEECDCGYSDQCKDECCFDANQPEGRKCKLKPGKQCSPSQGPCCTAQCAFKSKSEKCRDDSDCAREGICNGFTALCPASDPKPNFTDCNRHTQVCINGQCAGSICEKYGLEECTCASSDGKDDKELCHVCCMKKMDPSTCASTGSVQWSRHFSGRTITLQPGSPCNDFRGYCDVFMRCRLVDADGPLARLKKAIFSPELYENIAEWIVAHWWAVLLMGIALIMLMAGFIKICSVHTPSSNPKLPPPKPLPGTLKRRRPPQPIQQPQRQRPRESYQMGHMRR
Starred values were filed as active, the others as inactive; i = inactive; / = not tested or not shown.

Start of the listing, in advance, two compounds:
SMILES	PG9 Ab binder	ssDAF12 agonist	hcDAF12 agonist	DAX1 inh-1	NPR1 activator	FXN GAA850 act	DAX1 inh-2	SMARCA2 act	hgDAF12 agonist	ADAM17 inh	ADAM10 inh
COc1ccc(C(C(=O)NC2CCCCC2)N(CC2CCCO2)C(=O)CCCC(=O)Nc2ccccn2)cc1 (stereo not given)	-0.6	-0.9	-0.6	1.3	0.4	0.5	0.0	-0.3	0.5	-1.9	-4.7
O=C(Nc1ccc(Cl)cn1)c1ccc2c(Cl)c3c(nc2c1)CCC3	1.2	-1.4	1.9	2.8	-3.3	4.2	1.8	6.5	15.0*	-6.6	1.9

The list itself, repeating the preview:
SMILES	PG9 Ab binder	ssDAF12 agonist	hcDAF12 agonist	DAX1 inh-1	NPR1 activator	FXN GAA850 act	DAX1 inh-2	SMARCA2 act	hgDAF12 agonist	ADAM17 inh	ADAM10 inh
COc1ccc(C(C(=O)NC2CCCCC2)N(CC2CCCO2)C(=O)CCCC(=O)Nc2ccccn2)cc1 (stereo not given)	-0.6	-0.9	-0.6	1.3	0.4	0.5	0.0	-0.3	0.5	-1.9	-4.7
O=C(Nc1ccc(Cl)cn1)c1ccc2c(Cl)c3c(nc2c1)CCC3	1.2	-1.4	1.9	2.8	-3.3	4.2	1.8	6.5	15.0*	-6.6	1.9
CCOCCn1ccc2c(OCC(=O)NCCc3ccc(OC)c(OC)c3)cccc2c1=O	-0.8	-0.7	-0.2	-0.1	-2.9	-1.6	-1.4	-1.2	-1.2	-6.0	-19.4
O=C(Nc1cccnc1)Nc1ccc(Cl)cc1Cl	0.5	-1.3	-2.1	0.1	-0.4	3.5	0.2	-0.8	2.2	1.5	1.1
CSc1ccccc1C(=O)C1CCCN(C(=O)c2cc(C(C)C)no2)C1 (stereo not given)	-2.1	-1.5	-2.4	-1.4	-2.8	0.5	-1.4	2.9	-2.2	-0.8	0.1
CN(Cc1ccccc1)C(=O)COC(=O)Cn1cnc2ccccc21	-0.3	-2.0	1.6	-0.7	3.3	1.3	-0.4	5.3	0.0	-8.3	-3.9
O=C(NCc1ccccc1)C(c1ccc(C(F)(F)F)cc1)N1CCN(CCN2CCOCC2)CC1 (stereo not given)	-1.5	-1.1	-0.2	/	5.5	/	3.1	5.1	1.1	0.1	-2.1
COc1ccc(OCC(=O)Nc2c3c(nn2C(C)(C)C)CS(=O)(=O)C3)cc1	1.2	-0.8	-0.3	-0.1	0.7	0.7	0.1	-2.8	0.1	-3.4	-4.5
Cc1c(Nc2nc(-c3ccc(Cl)cc3)cs2)c(=O)n(-c2ccccc2)n1C	-2.5	-2.0	-3.5	0.5	3.0	-1.5	-1.4	0.8	-3.8	3.0	2.9
C=C1C(=O)OC2C1CCC(C)=C1C(=O)C3OC3(C)C12 (stereo not given)	2.1	-1.4	-0.5	-3.3	9.3	-13.4	1.0	-8.2	1.4	-2.5	-9.4
CCCC1CCC2(CC1)CCC2OC(=O)Nc1cc(C)cc(C)c1 (stereo not given)	/	-1.6	1.3	/	-0.6	/	/	/	-0.6	-2.6	1.5
O=C(CCn1cnnn1)Nc1ccc(Cl)cc1Cl	-0.9	-1.9	-1.4	-0.4	1.6	-0.5	-0.6	-1.4	2.4	-1.9	-1.3
CCOC(=O)c1sc(S(C)=O)c2c1CCc1conc1-2 (stereo not given)	-2.8	-0.3	-1.4	/	-0.7	-1.0	-0.3	0.0	-0.6	-4.2	-9.8
O=C(Cc1ccsc1)Nc1cc(F)ccc1F	-1.1	-1.3	-1.8	-0.1	3.1	3.5	0.1	-2.8	0.3	-3.6	-2.1
O=C(c1ccccc1Cl)N1CCN(c2ccccn2)CC1	-1.2	-1.2	-1.6	-0.8	-3.5	-1.6	0.0	1.1	-1.7	-3.6	3.9
Cn1c(CNc2ccc(Cl)cc2)nnc1SCc1ccccc1	-0.4	-0.7	0.2	-1.3	-7.3	2.2	-0.1	-2.6	-2.1	2.5	-4.7
CSCCC(NS(=O)(=O)c1ccccc1)C(=O)OCc1cc(=O)oc2cc(O)ccc12 (stereo not given)	2.1	-0.9	-0.1	-0.5	-4.1	-0.3	-1.1	-0.8	-2.6	-420.4	i
Nc1nc(-c2ccccc2)c(CCCOc2ccc([N+](=O)[O-])cc2)c(=O)[nH]1	0.1	-0.9	-1.1	0.5	0.3	1.6	-3.0	-1.4	0.0	0.9	-8.5
Cc1ccc(N2C(=O)C(Cl)=C(NCCO)C2=O)c(C)c1	1.4	-0.8	-0.1	-0.1	5.6	-2.1	-0.8	-3.6	0.9	-1.1	6.4
COc1ccc(NC(=S)NC(=O)Cc2ccccc2)cc1	-0.6	-0.5	2.9	0.6	0.2	1.4	1.1	0.8	5.5	3.9	6.0
COc1ccc(-c2csc(NC(=O)CSCc3c(C)noc3C)n2)cc1OC	-2.5	-1.8	-3.4	-0.1	1.2	-0.3	-2.3	3.1	-3.4	2.3	-2.0
O=C(CSc1nnc(SCc2ccccc2)s1)N/N=C/c1c[nH]c2ccccc12	1.0	-1.5	-1.4	0.5	-0.7	1.6	-0.7	-2.5	0.6	-5.5	-1.0
COc1ccc(N2CCN(C(CNS(=O)(=O)c3cc(F)ccc3F)c3cccnc3)CC2)cc1 (stereo not given)	-0.9	-1.1	-0.9	-1.2	0.3	-1.6	0.1	-1.2	-0.1	6.0	5.7
CCOc1ccc(-n2c(=O)c3c4c(sc3n(CC(=O)NCC3CCCO3)c2=O)CCC4)cc1 (stereo not given)	-1.9	-1.8	0.5	-0.1	3.9	-1.2	-0.7	-2.7	2.2	-0.7	-1.7
COc1ccc(OC)c(NC(=S)NCc2ccc(S(N)(=O)=O)cc2)c1	-2.1	-1.4	-0.5	2.0	0.4	-0.1	-0.8	-1.3	1.1	-1.5	-0.4
O=CNc1cc(-c2ccc(C(=O)NC3CC3)cc2)cn2c(-c3ccc(F)cc3)cnc12	-1.4	-1.7	-3.0	/	1.6	-4.0	-2.5	2.5	-4.5	-15.1	-51.3
Nc1ccc(Cc2nc3cc4ccccc4cc3[nH]2)cc1	2.1	-0.7	-0.7	/	24.9	/	0.0	1.8	-2.0	-3.8	2.3
Cc1cc(C)n2cc(CSc3nnnn3-c3ccccc3C)nc2n1	0.1	-1.0	-0.8	-0.2	-0.3	-2.3	-0.4	-3.9	-0.2	-17.3	-47.3
Nc1cc2c(cc1Br)-c1ccc(F)cc1C2=O	-8.2	-0.6	4.2	2.7	0.9	3.4	1.6	-2.2	9.2	7.5	11.0
Cc1ccnc2nc(C(=O)OCC(=O)NCCc3ccccc3)nn12	0.5	-0.7	-1.2	0.0	2.8	-0.2	0.0	0.1	-3.0	0.5	-6.9
O=C1CCCN1CCCN1C(=O)N[C@@H](Cc2ccccc2)C1=O	-1.4	-1.4	0.1	-0.7	2.9	-2.3	0.4	-1.8	0.1	-2.6	-3.3
Cc1cccc(-n2c(O)c(C=Nc3ccccc3-c3n[nH]c(=S)[nH]c3=O)c3ccccc3c2=O)n1	2.0	-1.9	-1.1	2.6	-1.5	-3.0	-1.4	4.4	-2.7	-89.3	-219.0
CCc1cc2c(NC3CCCC3)ncnc2s1	0.5	-2.6	-3.6	-5.1	9.2	-0.1	-2.5	-5.5	-4.9	-11.3	-17.8
Cc1cc(NS(=O)(=O)c2ccc(NC(=O)CSc3nnc(-c4ccco4)n3C)cc2)nc(C)n1	0.5	-0.9	1.0	-0.2	-0.7	1.6	0.0	-0.9	-1.8	-3.4	-4.1
CCOc1cccc2sc(N(CCCN(C)C)C(=O)c3ccc(S(=O)(=O)N4CCc5ccccc5C4)cc3)nc12	1.3	-0.7	0.1	1.4	-7.8	-0.8	1.8	-1.7	1.7	-4.8	-4.1
Cc1ccc(S(=O)(=O)N(C)c2ccc(OCC(=O)OCc3nnc(-c4ccccc4)o3)cc2)cc1	1.6	-0.8	-0.2	0.4	19.3	3.5	-0.1	-1.2	0.4	0.1	-3.8
CCOC(=O)Cc1csc(/N=C/c2c(O)n(-c3ccc(C)c(C)c3)c(=O)c3ccccc23)n1	-0.9	-1.5	0.9	-0.5	-0.2	0.8	-0.6	-1.0	0.0	-26.1	-77.3
COc1ccc2oc(=O)cc(-c3cc4cccc(OC)c4o3)c2c1	-1.3	-0.3	-0.7	0.9	-4.1	1.3	-0.4	-2.6	0.6	-1.6	-9.5
CCC1(CC)C(=O)C(C)(C)C(=O)OC1c1cccs1 (stereo not given)	-1.4	-1.1	-1.2	0.3	1.7	2.0	0.5	1.1	-0.1	-3.4	6.2
CCn1c(SCC(=O)NCCOc2ccccc2)nc2ccccc2c1=O	-2.5	-1.2	-1.4	-0.4	-7.5	1.4	1.1	-1.4	0.8	-0.4	6.6
N#C/C(=C(/O)CN1C(=O)c2ccccc2C1=O)c1nc2ccccc2[nH]1	-1.5	-1.3	-0.5	1.2	12.6	0.1	-0.2	3.2	-2.2	-4.5	-2.6
COc1ccc(CCNc2ncnc3nc[nH]c23)cc1OC	-0.5	-2.6	-1.4	-1.7	3.4	-0.8	-2.0	-0.8	-4.1	-0.4	-10.7
COc1ccc(CCNC(=O)c2coc3ccccc3c2=O)cc1	-1.0	-1.5	-2.0	-0.6	-0.7	0.9	0.0	1.3	-0.2	0.4	3.5
CCOC(=O)c1cc(NC(=O)/C=C\C(=O)O)ccc1Cl	0.5	-1.4	-0.4	-0.3	0.6	-1.8	-0.6	0.7	-0.8	-0.4	-7.2

Single values from the entries so far:
ssDAF12 agonist, CCC1(CC)C(=O)C(C)(C)C(=O)OC1c1cccs1 (stereo not given) is entered as -1.1
DAX1 inh-2, CCOC(=O)Cc1csc(/N=C/c2c(O)n(-c3ccc(C)c(C)c3)c(=O)c3ccccc23)n1 is entered as -0.6
ssDAF12 agonist, CCn1c(SCC(=O)NCCOc2ccccc2)nc2ccccc2c1=O is entered as -1.2
NPR1 activator, N#C/C(=C(/O)CN1C(=O)c2ccccc2C1=O)c1nc2ccccc2[nH]1 is entered as 12.6
hcDAF12 agonist, COc1ccc(CCNc2ncnc3nc[nH]c23)cc1OC is entered as -1.4
